RAD52 inh – RAD52 (human) annealing inhibition. recombinant RAD52 DNA annealing, FRET fluorescence. inhibition, % at 18.7 µM. 360,000 compounds, 0.46% hits;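 active = every replicate showing at least 50% inhibition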
Target sequence (P43351 whole entry, looked up): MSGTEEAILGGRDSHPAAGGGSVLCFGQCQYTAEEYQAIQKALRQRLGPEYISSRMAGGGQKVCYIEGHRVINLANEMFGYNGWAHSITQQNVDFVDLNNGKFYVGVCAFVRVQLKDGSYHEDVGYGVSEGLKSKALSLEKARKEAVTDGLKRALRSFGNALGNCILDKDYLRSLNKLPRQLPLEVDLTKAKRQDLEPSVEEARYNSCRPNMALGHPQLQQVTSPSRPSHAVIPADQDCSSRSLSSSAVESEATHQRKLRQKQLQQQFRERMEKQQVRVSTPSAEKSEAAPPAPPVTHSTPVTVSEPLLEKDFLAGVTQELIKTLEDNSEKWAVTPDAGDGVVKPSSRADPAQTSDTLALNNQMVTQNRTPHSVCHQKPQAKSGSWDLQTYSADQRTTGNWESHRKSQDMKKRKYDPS
RAD54 inh – inhibitors of human RAD54 branch migration; RAD54 Holliday junction branch migration, FAM/BHQ fluorescence; inhibition, % at 10.4 µM; 360,000 compounds, 0.14% hits; AID 602329;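 active = mean normalized replicate activity at least 40 and at least half of replicates scoring 40 or more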;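 note: 0% = median of neutral control wells and 100% = median of positive control wells; inhibitors cause a drop in the FAM fluorescence signal; in these data hits start at about 50%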
XiGFP reactiv – X-chromosome reactivation activator; XiGFP mouse fibroblasts, % GFP-positive cells imaging, 3 d; cells co-treated with 5-aza-dC sensitizer; scaled so ellipticine positive control = 100%; AID 743238; 360,000 compounds, 0.055% hits; activation, % at 7.58 µM;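 active = mean normalized replicate activation at least 10% and every replicate at or above 10%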;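 note: 0% = median of on-plate neutral control wells and 100% = ellipticine 6 µM median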
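Material: SV40-immortalized XiGFP fibroblast cells, line 68-5-11 | Buffer or medium: DMEM containing 5-aza-dC | Dosing: One concentration, pinned | Times: 3 d treatment, 15 min room-temperature fixation | Controls: Ellipticine 6 µM positive control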
FN deposit inh – fibronectin deposition inhibition | AH1F fibroblasts, Alexa488-fibronectin deposition fluorescence, overnight | inhibition, % at 12.6 µM | 350,000 compounds, 0.086% hits | AID 743247;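 active = mean inhibition across replicates of 30% or more, regardless of how many single replicates reach that level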;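 note: positive control wells lacked labelled fibronectin entirely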
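Material: AH1F fibroblasts assembling fluorescent fibronectin matrix; amount: 10000 AH1F cells/well; medium: DMEM, 2% serum; reagent: Alexa488-fibronectin, 24 nM final in well; dosing: single compound dose, delivered by pin transfer; incubation: 1 h adhesion, overnight exposure; detection: fluorescence after three HBSS washes, excitation 485 nm, emission 525 nm; measure: fibronectin deposition inhibition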
E-sel inducer – E-selectin induction on HUVECs | HUVEC E-selectin immunofluorescence imaging; normalized: neutral wells 0, TNF-alpha wells 100 | activation, % at 7.58 µM | 260,000 compounds, 0.37% hits;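 active = mean E-selectin-positive cell signal at least 10% of the positive control, reached in at least 60% of replicates, without over 20% cell loss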;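 note: in these data hits start at about 27%; measured in HUVEC primary endothelial cells; signal is the percent of cells scored E-selectin positive by PE staining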
Target sequence (P16581 whole entry, looked up): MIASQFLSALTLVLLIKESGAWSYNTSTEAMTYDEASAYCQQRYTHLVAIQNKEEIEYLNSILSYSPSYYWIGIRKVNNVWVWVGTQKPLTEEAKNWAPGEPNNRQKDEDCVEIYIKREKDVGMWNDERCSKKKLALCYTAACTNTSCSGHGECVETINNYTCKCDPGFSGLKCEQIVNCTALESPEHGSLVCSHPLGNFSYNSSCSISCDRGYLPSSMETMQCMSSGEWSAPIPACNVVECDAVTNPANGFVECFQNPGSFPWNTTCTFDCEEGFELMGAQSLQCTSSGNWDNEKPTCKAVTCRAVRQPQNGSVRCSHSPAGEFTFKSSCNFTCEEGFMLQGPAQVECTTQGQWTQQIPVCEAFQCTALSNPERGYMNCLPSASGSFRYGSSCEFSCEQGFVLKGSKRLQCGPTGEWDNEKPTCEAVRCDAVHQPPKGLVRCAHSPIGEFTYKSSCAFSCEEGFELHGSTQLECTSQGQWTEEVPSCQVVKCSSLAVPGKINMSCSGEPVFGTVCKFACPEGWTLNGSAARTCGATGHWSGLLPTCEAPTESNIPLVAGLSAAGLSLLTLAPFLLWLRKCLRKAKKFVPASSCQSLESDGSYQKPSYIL
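System: HUVEC, human umbilical vein endothelial cells; quantity: 3,000 cells/well; buffer or medium: EGM-2 medium, gelatin-coated wells; dosing: single-point compound dose; detection: immunofluorescence imaging; evaluation: % PE-positive cells; benchmarks: TNF-alpha, DMSO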
S100A4 MyoIIA – blocks human S100A4 binding to myosin IIA peptide | P26447 | S100A4/TAMRA-MyoIIA peptide fluorescence polarization | inhibition, % at 10.7 µM | 360,000 compounds, 0.14% hits | AID 652163;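 active = mean inhibition of at least 70% across replicates, with every replicate also reaching that level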
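assay system = human S100A4 monomer with TAMRA-labelled myosin IIA peptide | also added = labelled myosin peptide probe, 5 nM | incubation = 5 min between mix addition and reading | control set = DMSO and TFP controls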
EWS-Fli inh – EWS/Fli transcriptional activity inhibition. A673 NR0B1-luciferase reporter, viability-normalised. inhibition, % at 12.6 µM. 350,000 compounds, 0.67% hits. AID 651661;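 active = mean inhibition of at least 50% after viability correction, with every replicate also passing that limit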;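 note: firefly luciferase signal divided by Alamar Blue viability fluorescence both relative to DMSO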
esBAF inh – blocks esBAF chromatin remodeling in mouse ES cells. Bmi1-luciferase knock-in reporter, 24 h; 100% = twice the neutral-well signal. reporter increase, % at 12.5 µM. 350,000 compounds, 2% hits. AID 602393; in the data active = activation above about 40%;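 note: 0% = median of the plate's neutral control wells and 100% = double that signal; a rise in the Bmi1 reporter signal indicates esBAF inhibition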
* hit, by the source's call; · = not tested or not shown.

item	SMILES	RAD52 inh	RAD54 inh	XiGFP reactiv	FN deposit inh
1	COC(=O)C1=C(C)N(Cc2ccccc2)C(=S)N[C@H]1c1cccc(F)c1	-9	0	0.0	-3
2	Cc1noc(C)c1S(=O)(=O)Nc1ccc2c(c1)CC(=O)N([C@@H](C)CO)C[C@H](C)[C@H](CN(C)S(=O)(=O)c1cn(C)cn1)O2	-1	-6	-0.1	·
3	O=C(c1ccccc1Br)N1N=C(c2ccccc2)CC1c1ccccc1F (configuration not stated)	-7	-10	0.2	-16
4	COc1cccc(NC(=O)CSc2nnc(CNC(=O)c3ccco3)n2C)c1	-8	-8	0.1	7
5	Cc1nn(-c2ccccc2)c(C)c1NC(=O)COC(=O)c1ccc(Cl)c(N)c1	-13	-9	0.0	·
6	COc1cc2c(cc1OC)CN(C(=O)c1nn(Cc3ccccc3)c(=O)c3ccccc13)CC2	-3	-4	-0.4	1
7	O=C(COC(=O)CCC(=O)c1ccc(F)cc1)NCc1ccc(Cl)cc1	-3	·	-0.1	10
8	O=C(Nc1cccc(NC(=O)c2ccc(Cl)cc2Cl)c1)c1cccnc1	-18	-2	0.0	7
9	O=C(COC(=O)Cc1cccc(C(F)(F)F)c1)Nc1ccccc1	-9	-10	0.2	4
10	COc1ccc(OC)c(NC(=O)C2CCCN2C(=O)C2CCC(C)CC2)c1 (configuration not stated)	-5	3	0.0	-1

item	E-sel inducer	S100A4 MyoIIA	EWS-Fli inh	esBAF inh
1	-0.1	0	4	2
2	0.0	5	-7	-3
3	1.3	-3	-6	6
4	1.7	-3	-1	·
5	·	-5	1	-5
6	·	1	-2	-27
7	·	0	6	-10
8	·	1	·	27
9	1.3	-2	1	·
10	-0.3	-3	11	5

Ordered by value in S100A4 MyoIIA (ascending): some entries from above
| nr | canonical_smiles | RAD52 inh | S100A4 MyoIIA | esBAF inh |
| --- | --- | --- | --- | --- |
| 4 | COc1cccc(NC(=O)CSc2nnc(CNC(=O)c3ccco3)n2C)c1 | -8 | -3 | · |
| 9 | O=C(COC(=O)Cc1cccc(C(F)(F)F)c1)Nc1ccccc1 | -9 | -2 | · |
| 8 | O=C(Nc1cccc(NC(=O)c2ccc(Cl)cc2Cl)c1)c1cccnc1 | -18 | 1 | 27 |

Other records
item	SMILES	RAD52 inh	RAD54 inh	XiGFP reactiv	FN deposit inh
11	Cc1nc(C(F)(F)F)ccc1C(=O)N1CCCC(C)(C(=O)O)C1 (configuration not stated)	3	-10	0.0	·
12	COc1ccc(S(=O)(=O)O)cc1P(=O)(c1ccccc1)c1ccccc1	-12	-18	0.4	1
13	Cc1ccc(S(=O)(=O)Nc2ccc3c(c2)C(=O)N([C@H](C)CO)C[C@@H](C)[C@H](CN(C)C(=O)Nc2cccc4ccccc24)O3)cc1	·	-5	-0.9	·
14	Cc1ccc(CSCCNC(=O)/C=C/c2ccc(Cl)cc2)cc1	2	5	·	9
15	O=C(O)c1ccc(-n2cccc2/C=C2/NC(=O)N(c3cccc(Cl)c3)C2=O)cc1	-36	·	0.0	-6
16	CCN1CCN(c2c(C=O)c(Cl)nc3ccc(OC)cc23)CC1	48	40	0.0	3
17	COc1ccc(CNC(=O)COc2cc(=O)n(C)c3ccccc23)cc1	-11	·	0.0	-10
18	Cc1cc(C)c(OCC(=O)OCC(=O)N2CCN(C(=O)c3ccco3)CC2)c(C)c1	-13	·	-0.1	4
19	COc1cccc(NC(=O)N2C[C@H](O)COC[C@@H]3O[C@@H](CC(=O)N(C)C)CC[C@H]32)c1	-17	1	0.0	5
20	COCCNC(=O)C1(C)CCCN(CCSc2ccccc2)C1 (configuration not stated)	-8	-2	0.0	4

item	E-sel inducer	S100A4 MyoIIA	EWS-Fli inh	esBAF inh
11	·	24	-5	1
12	-0.4	3	2	0
13	0.0	·	-15	1
14	·	6	·	-5
15	0.3	0	12	·
16	·	7	-9	-6
17	·	0	4	·
18	-2.0	-9	0	-10
19	-0.2	-2	-5	-3
20	-0.1	-5	3	3

(listing goes on)
item	SMILES	RAD52 inh	RAD54 inh	XiGFP reactiv	FN deposit inh
21	CCc1ccc(-c2cn3nc(-c4ccccc4)cnc3n2)cc1	-41	·	0.0	0
22	CC1CCCN(CC(=O)NNC(=O)COc2ccc(Br)cc2)C1 (configuration not stated)	-4	-7	0.0	1
23	CCN(C[C@H]1N[C@@](Cc2ccccc2)(C(=O)OC)[C@H]2C(=O)N(C)C(=O)[C@@H]12)S(=O)(=O)c1ccc(C(F)(F)F)cc1	-6	12	-0.1	3
24	C[C@@H](NC(=O)c1[nH]cnc1C(=O)Nc1cccc(Cl)c1)c1ccccc1	2	-5	0.0	6
25	C[C@@H]1CN([C@@H](C)CO)C(=O)c2cc(-c3ccc(C#N)cc3)cnc2O[C@H]1CN(C)C(=O)Nc1ccc(C(F)(F)F)cc1	-5	-5	-0.6	2
26	COC(=O)C1=C(C(=O)OC)C2CCCC1C1N=NN(c3ccccc3)C21 (configuration not stated)	-6	·	0.0	3
27	Nc1nnc(SCC(=O)Nc2ccccc2)s1	-18	·	0.1	1
28	C[C@@H]1CN([C@H](C)CO)C(=O)c2cc(-c3ccccc3F)cnc2O[C@H]1CN(C)C(=O)c1cnccn1	-3	3	-0.5	10
29	COc1ccc(S(=O)(=O)N2CCOCC2)cc1NC(=O)COc1cccnc1[N+](=O)[O-]	-2	·	0.0	2
30	CCCN1C[C@@H](C)[C@@H](OC)CN(C)C(=O)c2ccc(NC(=O)Nc3ccccc3F)cc2OC[C@@H]1C	0	9	0.3	2

item	E-sel inducer	S100A4 MyoIIA	EWS-Fli inh	esBAF inh
21	·	4	-78	·
22	·	3	5	1
23	·	-5	-2	-13
24	·	-5	5	-2
25	0.2	5	7	-7
26	0.0	7	-7	·
27	-0.2	-2	-7	·
28	-0.2	-3	3	-6
29	·	0	7	·
30	0.1	-47	-8	-11

Further records:
item	SMILES	RAD52 inh	RAD54 inh	XiGFP reactiv	FN deposit inh
31	COc1cc(-c2nc3ccc(C)cn3c2NCc2ccccc2)ccc1SC1CCCCC1	-14	-8	0.1	-9
32	O=C(COC(=O)c1ccc(Cl)nc1)NC1CCCCCC1	-5	-7	-0.1	-7
33	CCOc1ccc(N2C(=O)CC(SC(=NC)Nc3cccc(OC)c3)C2=O)cc1 (configuration not stated)	-7	-1	0.0	4
34	O=C(Cc1ccccn1)NCC[C@@H]1CC[C@@H](NC(=O)Nc2ccc(F)cc2)[C@@H](CO)O1	-25	0	-0.2	·
35	COc1ccc(-c2cc(NC(=O)c3cncn3-c3ccccc3)ccc2OC)cc1	-18	6	-0.1	8
36	Cc1nn2c(N3CCOCC3)cc(C(C)C)nc2c1-c1ccccc1	-7	-7	0.0	10
37	CN(C)c1ccc(/C=N/N2CCN(Cc3ccccc3Cl)CC2)cc1	-30	2	0.3	-2
38	CC(C)Oc1ccc(CNC(=O)CCCN2C(=O)C(c3ccccc3)Oc3cccnc32)cc1 (configuration not stated)	-1	5	0.0	8
39	Cn1cnc(S(=O)(=O)N2C[C@@H](O)COC[C@@H]3O[C@H](CC(=O)NCc4ccc(F)cc4)CC[C@H]32)c1	-1	-1	0.1	-1
40	Cn1c(SCC(O)c2ccccc2)nnc1-c1ccc2ccccc2c1 (configuration not stated)	6	8	0.1	12

item	E-sel inducer	S100A4 MyoIIA	EWS-Fli inh	esBAF inh
31	0.0	-13	23	0
32	-0.1	0	-4	-8
33	4.5	-6	-12	-4
34	-2.1	0	-3	-7
35	1.1	-11	11	5
36	·	-3	7	-2
37	·	2	-8	18
38	·	-5	-2	-5
39	0.1	23	1	-5
40	·	-6	9	-2

3 compounds drawn at random from the list so far:
item	SMILES	RAD52 inh	RAD54 inh	XiGFP reactiv	FN deposit inh
6	COc1cc2c(cc1OC)CN(C(=O)c1nn(Cc3ccccc3)c(=O)c3ccccc13)CC2	-3	-4	-0.4	1
22	CC1CCCN(CC(=O)NNC(=O)COc2ccc(Br)cc2)C1 (configuration not stated)	-4	-7	0.0	1
19	COc1cccc(NC(=O)N2C[C@H](O)COC[C@@H]3O[C@@H](CC(=O)N(C)C)CC[C@H]32)c1	-17	1	0.0	5

item	E-sel inducer	S100A4 MyoIIA	EWS-Fli inh	esBAF inh
6	·	1	-2	-27
22	·	3	5	1
19	-0.2	-2	-5	-3

2 neighbouring records already listed, quoted:
item	SMILES	RAD52 inh	RAD54 inh	XiGFP reactiv	FN deposit inh
39	Cn1cnc(S(=O)(=O)N2C[C@@H](O)COC[C@@H]3O[C@H](CC(=O)NCc4ccc(F)cc4)CC[C@H]32)c1	-1	-1	0.1	-1
40	Cn1c(SCC(O)c2ccccc2)nnc1-c1ccc2ccccc2c1 (configuration not stated)	6	8	0.1	12

item	E-sel inducer	S100A4 MyoIIA	EWS-Fli inh	esBAF inh
39	0.1	23	1	-5
40	·	-6	9	-2

Next part:
item	SMILES	RAD52 inh	RAD54 inh	XiGFP reactiv	FN deposit inh
41	COc1ccccc1N(C(=O)NCc1ccccc1)C1=NCC(C)S1 (configuration not stated)	-1	3	0.2	10
42	O=C(C[C@H]1CC[C@@H](NC(=O)Cc2cccnc2)[C@H](CO)O1)NCc1ccc2c(c1)OCO2	3	-9	0.2	9
43	CN(C)c1cccc(NC(=O)c2cccc3c(-c4ccc(F)c(F)c4)coc23)c1	3	3	0.1	7
44	C=CCN(C(=O)CCC(=O)Nc1cc(C)on1)C(C(=O)NC(C)(C)C)c1ccc(OC)cc1 (configuration not stated)	-11	6	0.2	-3
45	COc1ccc(NC(=O)Nc2ccc3c(c2)CCC3)cc1OC	-8	·	0.2	-9
46	CCOc1ccc2nc(SCC(=O)NC3CCCc4ccccc43)sc2c1 (configuration not stated)	·	·	0.1	5
47	Cn1c(SCc2ccccc2Br)nc2ccccc2c1=O	-5	1	0.0	10
48	CCN(CC)C(=O)C1CCN(Cc2ccc(OCc3ccccc3)c(OC)c2)CC1	-5	-5	0.1	10
49	O=C1CN(C(=O)COc2c(F)c(F)cc(F)c2F)c2ccccc2N1	-16	-6	0.0	9
50	COc1cc2c(c3ccccc13)CCCC2=O	7	2	0.0	5

item	E-sel inducer	S100A4 MyoIIA	EWS-Fli inh	esBAF inh
41	0.0	-14	5	-1
42	0.1	6	-4	-3
43	0.7	1	-54	41*
44	-0.2	-5	3	-2
45	-0.1	-1	-17	·
46	0.9	·	0	·
47	·	-2	17	8
48	·	-2	-4	1
49	-0.2	1	9	7
50	0.0	-1	3	1
